Bioassay records (PubChem)
PP5 primary – blocks human protein phosphatase 5 activity; hit rate 0.18% among 320,000; AID 1987; purified PP5c, OMFP substrate fluorescence; inhibition, % at 6.7 µM; P53041;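 active means inhibition above the campaign's mean inhibition across all tested compounds plus 3 SD, cut at about 9.5% in these data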;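 further: 0% = DMSO only and 100% = 100 µM cantharidin control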
GASC-1 inh – human JMJD2C demethylase inhibition; Q9H3R0; hit rate 0.069% among 330,000; inhibition, % at 2.35 µM; GST-JMJD2C(1-420) H3K9me3 demethylation, DELFIA europium;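 active means more than half of a compound's replicate wells show inhibition beyond 50%, single wells judged on their own value; inconclusive means some, but no more than half, of replicates pass 50% inhibition; inactive means no replicate passes 50% inhibition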;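 further: signal counts dimethyl H3K9 product captured on neutravidin plate; 0% = median of DMSO wells and 100% = 0.3 times that DMSO median; strong numbers were not always called active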
CTSL1 counter – cathepsin L1 inhibition, PFM18AAP counter-screen. inhibition, % at 5.96 µM. recombinant F. hepatica cathepsin L1, Z-Leu-Arg-MCA fluorescence. AID 1906. hit rate 0.49% among 300,000;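 active means inhibition above the mean of all tested compounds plus 3 SD, set per screening campaign, cut at about 17% in these data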;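 further: 0% = plate median of test compound wells and 100% = 1 µM Z-Phe-Ala-diazomethylketone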
TPT1 inh – inhibitors of Candida albicans tRNA 2'-phosphotransferase TPT1; recombinant caTPT1, FP RNA substrate dephosphorylation; inhibition, % at 5 µM; hit rate 0.81% among 300,000;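 active means inhibition above the mean of all tested compounds plus 3 SD, set per screening campaign, cut at about 24% in these data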;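 further: plate controls were DMSO alone for no effect and ferristatin control at 100 nM for full effect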
PP1 counter – blocks human PP1-alpha phosphatase, a PP5 counter-screen; inhibition, % at 6.7 µM; hit rate 0.9% among 320,000; P62136; purified PP1alpha, OMFP fluorescence; AID 2235;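 active means inhibition above the mean inhibition of all tested compounds plus 3 SD, computed separately for each screening campaign, cut at about 15% in these data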
Target sequence (P62136 whole entry, looked up): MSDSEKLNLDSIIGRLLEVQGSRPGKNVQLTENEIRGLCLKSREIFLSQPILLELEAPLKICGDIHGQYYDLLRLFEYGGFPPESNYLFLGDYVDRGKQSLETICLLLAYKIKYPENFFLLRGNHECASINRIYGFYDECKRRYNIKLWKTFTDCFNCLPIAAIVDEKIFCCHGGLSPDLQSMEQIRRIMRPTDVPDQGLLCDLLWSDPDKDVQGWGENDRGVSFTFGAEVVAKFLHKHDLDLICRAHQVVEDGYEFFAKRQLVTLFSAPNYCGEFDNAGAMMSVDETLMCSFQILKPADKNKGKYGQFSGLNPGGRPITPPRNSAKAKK
HCV core dimer – HCV core protein dimerization inhibition | hit rate 0.33% among 300,000 | inhibition, % at 5 µM | TR-FRET GST/Flag-core106 dimerization, 1536-well;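 active means inhibition above the mean of all tested compounds plus 3 SD, set per screening campaign, cut at about 45% in these data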
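System – GST-tagged and Flag-tagged HCV core protein residues 1-106 · Repeats – one well for each compound · Technique – TR-FRET 671 and 617 nm emission · Doses – one concentration, 5 µM, in 0.5% DMSO · Times – 4 h, 22.5 °C incubation · Also added – Eu donor and XL665 acceptor anti-tag antibodies · Measure – percent inhibition of core106 dimerization signal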
LYPLA2 counter – counter-screen for PME1 inhibitors: inhibitors of human LYPLA2; O95372; recombinant LYPLA2, FP-Rh probe fluorescence polarization; inhibition, % at 5.9 µM; hit rate 0.38% among 320,000;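 active means inhibition above the screen-wide mean plus 3 SD, limit set per campaign, cut at about 26% in these data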;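 further: 0% = LYPLA2 with DMSO and 100% = wells lacking LYPLA2 enzyme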
PREPL inhibitor – inhibits the human prolyl oligopeptidase-like enzyme. inhibition, % at 5.96 µM. recombinant PREPL, fluorescence polarization activity-based probe. hit rate 0.68% among 320,000. Q4J6C6; in the data active means inhibition above about 43%;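 further: 0% = enzyme with DMSO and 100% = wells lacking enzyme; many of its hits are not listed in these tables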
Target sequence (Q4J6C6 whole entry, looked up): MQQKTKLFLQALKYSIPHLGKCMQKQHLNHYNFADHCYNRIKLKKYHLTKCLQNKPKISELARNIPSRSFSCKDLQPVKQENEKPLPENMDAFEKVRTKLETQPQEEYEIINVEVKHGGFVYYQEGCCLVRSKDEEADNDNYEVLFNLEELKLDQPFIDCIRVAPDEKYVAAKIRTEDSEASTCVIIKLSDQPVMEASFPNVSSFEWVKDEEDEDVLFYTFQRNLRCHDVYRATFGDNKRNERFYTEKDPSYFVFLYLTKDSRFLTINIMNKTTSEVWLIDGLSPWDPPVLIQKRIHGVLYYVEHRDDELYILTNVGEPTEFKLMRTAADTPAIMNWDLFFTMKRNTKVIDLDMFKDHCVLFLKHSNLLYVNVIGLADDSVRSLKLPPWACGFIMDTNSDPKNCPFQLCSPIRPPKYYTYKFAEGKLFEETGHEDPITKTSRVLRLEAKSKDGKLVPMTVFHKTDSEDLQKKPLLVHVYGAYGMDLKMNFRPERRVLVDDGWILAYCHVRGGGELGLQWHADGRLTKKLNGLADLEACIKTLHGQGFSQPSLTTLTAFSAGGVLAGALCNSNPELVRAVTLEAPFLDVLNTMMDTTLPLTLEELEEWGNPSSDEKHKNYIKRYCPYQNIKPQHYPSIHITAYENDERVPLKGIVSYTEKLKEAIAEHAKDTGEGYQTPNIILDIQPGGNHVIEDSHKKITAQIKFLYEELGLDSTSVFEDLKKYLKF
Efflux pump inh – antifungal efflux pump inhibition, Nile Red retention; S. cerevisiae Candida pump triplex; inhibition, % at 10 µM; hit rate 0.44% among 330,000; AID 485275;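 active means plate passing quality check with inhibition over a set limit, or well fluorescence over plate mean plus 4 SD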;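 further: Nile Red retained in pooled yeast measured as flow cytometry median fluorescence; 0% = buffer negative control and 100% = Enniatin B positive control; higher means more Nile Red kept so more efflux inhibition; some compounds called inactive have numbers as strong as hits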
* marks the source's active call; other numbers are inactive results; ? = inconclusive; · = no result given; & = joins results of further samples. An excerpt (hit frequency here may not be typical).

SMILES	PP5 primary	GASC-1 inh	CTSL1 counter	TPT1 inh	PP1 counter	HCV core dimer	LYPLA2 counter	PREPL inhibitor	Efflux pump inh
Cc1ccc[n+](-c2[nH]c(=O)sc2/C=N/N=C(\[O-])CCn2c3ccccc3c3ccccc32)c1	0.9	-12	-5	-3	-2	-3	-5	5	0.2
Cc1ccc(C(=O)N2CCN(CCNC(=O)C(=O)NC(C)C)CC2)cc1	1.5	5	3	3	2	-2	-7	12	-0.1
CCS(=O)(=O)NCC(c1cccnc1)N1CCN(c2ccccc2F)CC1 (stereo not given)	-1.3	26	-1	2	-1	-1	5	16	-0.2
COc1ccc(C2=NN(C(=O)CSc3nc(=O)n4cccc(C)c4n3)C(c3ccc(C)cc3)C2)cc1 (stereo not given)	-0.9	4	-1	3	2	35	-4	15	0.1
Cn1ccnc1C1CCCCN1Cc1nc(Cc2ccccc2F)no1 (stereo not given)	1.4	-4	0	-4	-1	1	3	10	-0.1
COCCn1c(-c2ccc(OC)cc2)cnc1N	0.4	14	-3	-1	2	-4	1	17	-0.1
CC(=O)Nc1cccc(NC(=O)Nc2cccc3ccccc23)c1	4.6	6	-2	0	-2	-10	2	22	-0.1
CCOc1ccccc1NC(=O)N1CCN(S(C)(=O)=O)CC1	1.6	-14	-1	2	-3	0	-3	4	0.0
CCOc1ccc(OCC)c(NC(=O)C2CCN(c3ncccn3)CC2)c1	3.5	-11	-1	0	-1	-1	1	8	0.1
O=C(COCc1ccccc1)N[C@@H](Cc1ccc(O)cc1)C(=O)O	1.4	-2	-5	-1	10	-19	-14	2	·
Cc1cccc(C)c1NC(=O)C/C(N)=N/O	-1.3	-2	5	-1	0	-4	-6	-8	0.0
N#CC1=C(SCC(=O)c2ccccc2)NC2=C(C(=O)CCC2)C1c1ccco1 (stereo not given)	2.8	-16	-4	5	0	-4	2	13	0.2
CC(C)COC(=O)N1CCCC1C(=O)O (stereo not given)	-0.3	8	0	0	-2	0	6	15	-0.2
CC1Nc2ncnc(N3CCN(c4ccccc4)CC3)c2N(Cc2ccc(Cl)cc2)C1=O (stereo not given)	4.0	0	2	1	6	5	4	-38	-0.1
Cc1ccc(S(=O)(=O)c2nc(-c3ccccc3)oc2SCC(=O)NCC2CCCO2)cc1 (stereo not given)	2.2	-3	-1	0	0	9	4	-5	0.0
COc1cc(OC)cc(C(=O)NNC(=O)CN2C(=O)NC(C)(c3ccc(C)cc3)C2=O)c1 (stereo not given)	-0.7	6	-21	1	-2	3	0	-4	0.1
CCN(CC)c1ccc(NC(=O)CNCc2ccccc2Cl)c(C)c1	1.3	-3	-3	-2	3	-7	2	27	-0.1
Cc1ccc(CSCCNC(=O)/C=C/c2ccc(Cl)cc2)cc1	0.2	7	-6	-2	0	2	-8	-31	0.1
O=C(Cc1cccs1)Nc1ccccc1-c1nc2ccccc2[nH]1	-0.1	0	-3	6	2	7	-7	5	0.0
COC(=O)CCSCc1cn2cc(Cl)ccc2n1	-0.4	-13	2	0	-2	-2	-12	4	0.2
COc1cccc(NC(=O)NCc2ccccn2)c1	-1.3	13	0	-2	-6	-7	-4	0	-4.8
COc1cc(C2NC(=O)NC(c3ccccc3)=C2C(C)=O)cc(Cl)c1OCC(=O)O (stereo not given)	1.5	-25	-4	3	-1	-4	8	-10	0.0
Cc1ccc(S(=O)(=O)C2(C(=O)N3CCCCC3C)CC2)cc1 (stereo not given)	1.0	1	1	0	-4	3	4	12	0.1
O=c1c2ccccc2nc2c3ccccc3c(NCCO)nn12	0.0	1	1	-1	4	15	7	-3	-0.1
Cc1ccc(C(=O)NCCNC(=O)c2ccc(C)nc2)cc1	0.0	-3	-1	-1	0	3	0	-3	-0.1

The last 3 entries of the part before come first, to join the parts.
SMILES	PP5 primary	GASC-1 inh	CTSL1 counter	TPT1 inh	PP1 counter	HCV core dimer	LYPLA2 counter	PREPL inhibitor	Efflux pump inh
Cc1ccc(S(=O)(=O)C2(C(=O)N3CCCCC3C)CC2)cc1 (stereo not given)	1.0	1	1	0	-4	3	4	12	0.1
O=c1c2ccccc2nc2c3ccccc3c(NCCO)nn12	0.0	1	1	-1	4	15	7	-3	-0.1
Cc1ccc(C(=O)NCCNC(=O)c2ccc(C)nc2)cc1	0.0	-3	-1	-1	0	3	0	-3	-0.1
COc1ccc(C(O)c2nccn2Cc2ccccc2)cc1OC (stereo not given)	1.6	-4	0	-1	-4	8	4	-1	0.1
CC(C)CCNC1=NCCCCC1	0.8	-9	-2	0	-4	8	-5	20	0.2
Cc1ccc(-n2c(SCC(N)=O)nc(O)cc2=O)cc1	4.6	-7	-1	22	1	-3	-7	-5	0.9
COc1cccc(C(=O)NCc2ccccc2OC)c1	0.1	5	0	2	-3	-7	2	2	0.0
CC(=O)c1ccc(N2CCN(C(=O)Cc3n[nH]c(=O)c4ccccc34)CC2)cc1	-3.3	-10	2	1	-7	0	-2	2	0.3
COC(=O)c1ccc(C(=O)OC)c(NC(=O)CN(c2ccc3c(c2)OCO3)S(C)(=O)=O)c1	-0.3	?	-4	-1	-7	3	-6	-1	0.3
COc1ccc(-c2cc(Nc3ccccc3NC(=O)C(F)(F)F)n(CCC#N)n2)cc1	2.1	8	0	1	-2	-5	3	8	0.6
CCCCCc1cc(=O)oc2c(C(CCN3CCCC(C)C3)c3ccc(OC)cc3)c(OC)cc(OC)c12 (stereo not given)	7.2	-13	1	0	12	-7	-9	8	0.3
OC(COc1ccc2c(c1)CCC2)CN1CCN(c2ccccc2F)CC1 (stereo not given)	2.0	4	1	0	2	3	-3	10	0.3
Cc1cc(C(=O)OCC(=O)N2CCc3ccccc32)c(C)o1	0.1	23	1	1	-1	-1	10	0	0.1
COC(=O)COc1ccc(S(=O)(=O)NCc2cccnc2)cc1	-0.5	-6	3	-6	0	0	1	22	0.0
Cc1ccc(SCCNC(=O)c2ccc(C)c([N+](=O)[O-])c2)cc1	1.4	2	-2	3	0	0	5	-4	0.0
NC(Cc1cccc2nsnc12)C(=O)O (stereo not given)	2.5	-2	-1	2	3	-4	-2	-6	0.0
CC1(c2ccc(OC(F)F)cc2)NC(=O)N(CC(=O)Nc2ccc3c(c2)OCO3)C1=O (stereo not given)	0.3	-18&0	-1	2	-2	-2	9	14	-0.2
C/C(=N\Nc1cc(Cl)nc(C)n1)c1ccc(Cl)c(Cl)c1	0.3	1	0	0	-1	-6	-4	-11	-0.1
Cc1ccc(Cl)cc1NC(=S)N(Cc1cccs1)C1CCCC1	-1.1	-18	-2	-4	-3	0	3	5	0.2
CCC1CCCCN1CCCNC(=O)CN1C(=O)COc2ccc(S(=O)(=O)N3CCC(C)CC3)cc21 (stereo not given)	-0.6	4	-5	1	-5	10	0	4	0.0
COc1ccccc1NC(=S)NCc1ccc2c(c1)OCO2	-1.1	4	-2	-3	-5	-11	2	14	-0.2
N#Cc1ccc(C(=O)N2CCN(S(=O)(=O)c3ccc(Br)s3)CC2)cc1	2.8	5	0	-1	4	16	1	7	0.0
Cc1occc1C(=O)NNC(=S)NCc1ccccc1	-4.8	-4	17*	-1	0	-11	8	-4	-0.4
O=C(O)CCSCC(=O)c1ccc2c(c1)OCCO2	1.0	5	-7	-4	1	6	1	-3	0.2
CCC(C)c1ccccc1N1CC(C(=O)Nc2ccc(C)c(S(=O)(=O)N3CCOCC3)c2)CC1=O (stereo not given)	-0.2	7	-2	-3	0	0	1	11	0.0
CCCCCCCOc1ccc(-c2ccc(C#N)cn2)cc1	2.7	2	-2	-2	1	2	3	4	0.0
COc1cc(NC(=O)CSc2nncn2C)cc(OC)c1OC	-0.2	-2	1	0	-3	9	-2	10	0.2
CC1=C(C#N)C(c2ccc(O)cc2)C(C#N)=C(C)N1	0.5	-1	2	-2	-5	-5	2	0	-0.1
COc1ccc(CCNC(=O)C2CCCN(S(=O)(=O)c3ccc(OC)cc3)C2)cc1 (stereo not given)	-0.2	1	-4	1	-6	10	-2	-3	0.1
CCc1ccc(/C=C2\SC(=S)N(CCC(=O)NC3=NCCS3)C2=O)cc1	0.7	2	1	4	-2	-3	-1	11	0.0
CC1CCc2nn(CC(=O)NCCCN3CCCCC3)cc2C1 (stereo not given)	0.8	4	-6	-4	-1	0	8	7	-0.1
Cc1ccc(N(CC(=O)N2CCn3c2nc2ccccc23)S(=O)(=O)c2c(C)n[nH]c2C)cc1	0.7	39	1	-3	1	8	0	3	0.0
Cc1oc(-c2ccccc2)nc1C(=O)N1CCN(c2ccc(F)cc2)CC1	0.0	9	-7	0	-2	-1	-1	1	0.0

An excerpt of the results above:
SMILES	PP5 primary	GASC-1 inh	CTSL1 counter	TPT1 inh	PP1 counter	HCV core dimer	LYPLA2 counter	PREPL inhibitor	Efflux pump inh
COc1ccc(C(O)c2nccn2Cc2ccccc2)cc1OC (stereo not given)	1.6	-4	0	-1	-4	8	4	-1	0.1
CC(C)CCNC1=NCCCCC1	0.8	-9	-2	0	-4	8	-5	20	0.2
Cc1ccc(-n2c(SCC(N)=O)nc(O)cc2=O)cc1	4.6	-7	-1	22	1	-3	-7	-5	0.9
COc1cccc(C(=O)NCc2ccccc2OC)c1	0.1	5	0	2	-3	-7	2	2	0.0
CC(=O)c1ccc(N2CCN(C(=O)Cc3n[nH]c(=O)c4ccccc34)CC2)cc1	-3.3	-10	2	1	-7	0	-2	2	0.3
COC(=O)c1ccc(C(=O)OC)c(NC(=O)CN(c2ccc3c(c2)OCO3)S(C)(=O)=O)c1	-0.3	?	-4	-1	-7	3	-6	-1	0.3
COc1ccc(-c2cc(Nc3ccccc3NC(=O)C(F)(F)F)n(CCC#N)n2)cc1	2.1	8	0	1	-2	-5	3	8	0.6
CCCCCc1cc(=O)oc2c(C(CCN3CCCC(C)C3)c3ccc(OC)cc3)c(OC)cc(OC)c12 (stereo not given)	7.2	-13	1	0	12	-7	-9	8	0.3
OC(COc1ccc2c(c1)CCC2)CN1CCN(c2ccccc2F)CC1 (stereo not given)	2.0	4	1	0	2	3	-3	10	0.3
Cc1cc(C(=O)OCC(=O)N2CCc3ccccc32)c(C)o1	0.1	23	1	1	-1	-1	10	0	0.1
COC(=O)COc1ccc(S(=O)(=O)NCc2cccnc2)cc1	-0.5	-6	3	-6	0	0	1	22	0.0
Cc1ccc(SCCNC(=O)c2ccc(C)c([N+](=O)[O-])c2)cc1	1.4	2	-2	3	0	0	5	-4	0.0
NC(Cc1cccc2nsnc12)C(=O)O (stereo not given)	2.5	-2	-1	2	3	-4	-2	-6	0.0
